High-throughput results deposited in PubChem by Broad Institute.
Casp6 inh: caspase-6 (human) enzyme inhibition. P55212. purified caspase-6, Z-VEID-R110 cleavage fluorescence. inhibition, % at 12.5 µM. 0.53% of 350,000 active. AID 686996;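 active means mean inhibition across replicates at least about 35%, with every replicate also reaching that limit, limit read from the data; inconclusive means only one of the two criteria met; inactive means neither criterion met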;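 further: 0% = median of neutral control wells and 100% = no fluorescence left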
RAD52 anneal inh: blocks human RAD52 DNA annealing; P43351; recombinant RAD52 DNA annealing, FRET fluorescence; inhibition, % at 18.7 µM; 0.46% of 360,000 active; AID 651710;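 active means every replicate showing at least 50% inhibition; inconclusive means mean inhibition at least 50% but not in every replicate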
Target sequence (P43351 whole entry, looked up): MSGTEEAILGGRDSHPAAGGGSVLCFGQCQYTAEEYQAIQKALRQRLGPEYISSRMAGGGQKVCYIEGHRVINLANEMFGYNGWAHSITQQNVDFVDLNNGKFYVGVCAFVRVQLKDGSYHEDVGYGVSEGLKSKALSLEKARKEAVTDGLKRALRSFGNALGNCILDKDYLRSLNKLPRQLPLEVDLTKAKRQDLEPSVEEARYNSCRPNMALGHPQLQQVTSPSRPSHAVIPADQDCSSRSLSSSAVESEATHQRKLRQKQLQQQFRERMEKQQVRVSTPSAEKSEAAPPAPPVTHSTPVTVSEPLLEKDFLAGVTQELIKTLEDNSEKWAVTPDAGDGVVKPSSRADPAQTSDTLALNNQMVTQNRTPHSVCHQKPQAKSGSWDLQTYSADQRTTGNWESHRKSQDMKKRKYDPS
CFTR F508del cor: CFTR F508del correction in bronchial cells | CFBE cells, YFP halide quenching; stimulated with forskolin plus potentiator P3; % fluorescence drop versus neutral controls | activity (quench increase), % at 7.58 µM | 0.36% of 350,000 active | AID 720511;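 active means mean added fluorescence quench of at least 8% versus neutral control, with both replicates also reaching 8%; inconclusive means only one of the mean or replicate conditions met; inactive means mean below 8% and not both replicates reaching 8%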;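 further: cells transiently co-express mutant CFTR-F508del with the halide-sensitive YFP; corrector assay measuring rescue of mutant channel to the surface after 24 h compound exposure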
RAD54 inh: inhibitors of human RAD54 branch migration. RAD54 Holliday junction branch migration, FAM/BHQ fluorescence. Q92698. inhibition, % at 10.4 µM. 0.14% of 360,000 active;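 active means mean normalized replicate activity at least 40 and at least half of replicates scoring 40 or more; inconclusive means only one of the two criteria met; inactive means mean below 40 and under half of replicates reaching 40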;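 further: 0% = median of neutral control wells and 100% = median of positive control wells; inhibitors cause a drop in the FAM fluorescence signal; in these data hits start at about 50%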
Xi reactivation: reactivates the inactive X chromosome in mouse fibroblasts; XiGFP mouse fibroblasts, % GFP-positive cells imaging, 3 d; cells co-treated with 5-aza-dC sensitizer; scaled so ellipticine positive control = 100%; activation, % at 7.58 µM; 0.055% of 360,000 active;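 active means mean normalized replicate activation at least 10% and every replicate at or above 10%; inconclusive means only one of the two criteria met; inactive means mean below 10% and not all replicates reach 10%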;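 further: 0% = median of on-plate neutral control wells and 100% = ellipticine 6 µM median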
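System: 68-5-11 XiGFP fibroblast line | Buffer or medium: DMEM containing 5-aza-dC | Compound: Single point | Times: Compounds 3 days, fix/stain 15 min at room temperature | Benchmarks: Positive control ellipticine, 6 µM final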
DENV2 CPE: protects cells from dengue virus 2 cytopathic effect; AID 651640; 1.7% of 350,000 active; CPE inhibition, % at 9.99 µM; DENV2-infected cells, cytopathic effect rescue, plate reader; in the data active means CPE inhibition above about 20%, passing the limit was not always enough; inconclusive means no clear call, values can overlap the other calls; tested in BHK-21 cells;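 further: 0% = median of neutral control wells and 100% = median of positive control wells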
INS-1E GSIS act: GLuc luminescence reporter in INS-1E cells, primary screen for activators of glucose-dependent secretion of insulin. INS-1E GLuc reporter insulin secretion, 2-3 h. AID 743287. activation, % at 16.6 µM. 0.61% of 370,000 active;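 active means lowest replicate activation of at least 40%, so every replicate reaches that level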;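 further: 0% = median of neutral control wells and 100% = median of IBMX positive control wells; some compounds called inactive have numbers as strong as hits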
E-selectin induc: induces E-selectin expression in human endothelial cells | activation, % at 7.58 µM | AID 686992 | 0.37% of 260,000 active | HUVEC E-selectin immunofluorescence imaging; normalized: neutral wells 0, TNF-alpha wells 100;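 active means mean E-selectin-positive cell signal at least 10% of the positive control, reached in at least 60% of replicates, without over 20% cell loss; inconclusive means no rule given, readout overlaps actives, possibly toxicity-flagged; inactive means the rest, including those meeting only one limit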;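 further: in these data hits start at about 27%; measured in HUVEC primary endothelial cells; signal is the percent of cells scored E-selectin positive by PE staining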
Target sequence (P16581 whole entry, looked up): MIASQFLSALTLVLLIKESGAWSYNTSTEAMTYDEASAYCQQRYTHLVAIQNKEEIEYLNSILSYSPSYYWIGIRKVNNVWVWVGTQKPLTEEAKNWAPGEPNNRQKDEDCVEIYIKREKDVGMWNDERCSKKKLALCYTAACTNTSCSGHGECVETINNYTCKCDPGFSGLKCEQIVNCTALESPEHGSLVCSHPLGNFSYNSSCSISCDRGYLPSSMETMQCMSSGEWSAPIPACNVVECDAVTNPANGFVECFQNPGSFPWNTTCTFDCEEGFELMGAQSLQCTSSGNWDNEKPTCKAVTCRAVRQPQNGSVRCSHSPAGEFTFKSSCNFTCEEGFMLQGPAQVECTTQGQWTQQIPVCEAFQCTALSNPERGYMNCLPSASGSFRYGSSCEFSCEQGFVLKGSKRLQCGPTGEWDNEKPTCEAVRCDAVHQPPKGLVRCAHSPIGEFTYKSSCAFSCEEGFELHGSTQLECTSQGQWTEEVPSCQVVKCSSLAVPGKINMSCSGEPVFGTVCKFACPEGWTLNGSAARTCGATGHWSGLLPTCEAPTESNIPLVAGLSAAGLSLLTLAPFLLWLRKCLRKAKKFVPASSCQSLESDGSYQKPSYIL
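Read-out: % PE-positive cells | Test system: HUVEC | Doses: One compound dose added by pin transfer | Buffer or medium: EGM-2 over gelatin coat | Signal: Immunofluorescence imaging | Benchmarks: TNF-alpha, DMSO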
* = called active by the depositor; u = inconclusive; x = not tested or not shown; & = joins results of further samples.

Every second line gives: Casp6 inh, RAD52 anneal inh, CFTR F508del cor, RAD54 inh, Xi reactivation, DENV2 CPE, INS-1E GSIS act, E-selectin induc
- O=C(CSc1nnc(C2CC2)n1C1CC1)N1CCN(c2ccc(O)cc2)CC1
  -3, 1, 1.2, -3, -0.1, 3, 1, 0.4
- CCc1nnc(NC(=O)CCNC(=O)c2ccco2)s1
  4, -4, 1.9, -3, -0.1, -4, 5, 0.2
- CC(=O)N1CCN(Cc2nc3cc(NC(=O)c4ccc(Cl)cc4)ccc3n2C)CC1
  -2, -10, -1.4, -2, x, -6, -6, x
- OC(COc1ccc(OCc2ccccc2)cc1)CN1CCOCC1 (centres undefined)
  0, -6, x, -4, x, x, -12, x
- O=C(c1ccc(CSc2nc3ccncc3[nH]2)cc1)N1CCCCC1
  0, 3, -3.4, 3, 0.0, u, x, 0.5
- CC(C)CCNC(=S)Nc1ccc2nc3n(c(=O)c2c1)CCCCC3
  2, -10, 1.9, x, 0.0, -6, 8, 2.8
- COc1ccc(CCNC(=O)c2ccc(CS(=O)Cc3ccc(Cl)cc3)o2)cc1OC (centres undefined)
  14, -8, 0.2, -5, 0.0, 7, 2, 0.2
- COc1ccccc1-c1ccc2n(c1=O)C[C@@H]1[C@@H](CO)[C@H](C(=O)N3CCN(C)CC3)[C@H]2N1CC1CC1
  3, -20, -0.6, 4, 1.0, 5, 15, -0.3
- Cc1cccc(NC(=O)c2ccc3[nH]c(=O)c(=O)[nH]c3c2)n1
  1, -4, 0.3, -5, 0.1, -4, -11, x
- CC(C)OCCCn1c(SCC(=O)Nc2ccccc2C(F)(F)F)nc2nccnc2c1=O
  -1, -8, -1.1, -9, 0.0, -5, 14, x
- COc1cc(CN2CCNC(=O)C2CC(=O)N(C)CCN2CCOCC2)cc(OC)c1 (centres undefined)
  0, -14, -3.8, 9, 0.1, 2, -2, x
- CCc1nn(C(C)C(=O)N2CCN(c3ccc(OC)cc3)CC2)c(=O)c2cc3occc3n12 (centres undefined)
  5, -6, 2.0, -7, 0.2, 0, 12, x
- COc1cc2ccccc2cc1C(=O)Nc1ccc(C)cc1
  -2, -25, 3.2, 8, 0.0, -6, -8, x
- COc1ccc(N2C(=O)CC(NNC(=O)c3cc(C)oc3C)C2=O)cc1 (centres undefined)
  -1, -6, 1.4, x, -0.2, x, -6, x
- CCC(C)[C@H]1CNCCN1CCC12CC3CC(CC(C3)C1)C2 (some centres undefined)
  -6, -27, -0.5, 4, 0.0, 6, -9, 1.6
- CC(C)NC(=O)N(C)C[C@@H]1Oc2ccc(NC(=O)CCC(F)(F)F)cc2CC(=O)N([C@@H](C)CO)C[C@@H]1C
  0, -6, 0.4, -13, -0.2, 2, 23, 25
- CCCCn1nnnc1C(c1cc2ccccc2o1)N1CCOCC1 (centres undefined)
  0, 0, -0.1, x, 0.0, u, -5, -0.1
- CC(=O)Nc1ccc(C=CC(=O)c2ccc([N+](=O)[O-])cc2)cc1
  -1, 2, 1.5, 2, 0.1, 5, 0, -0.1
- O=C(NCCCn1ccnc1)c1cc(-c2cccnc2)nc2ccc(Br)cc12
  -6, -7, 1.4, x, 0.4, 8, 16, x
- CN(C)C(=O)C[C@H]1C[C@@H]2c3cc(N(C)C)ccc3O[C@@H]2[C@@H](CO)O1
  0, -75, 0.1, -3, -0.1, 13, -1, -0.3
- Cc1ccc(OCc2ccc(C(=O)NN)o2)c([N+](=O)[O-])c1
  0, -3, -0.3, x, 0.2, -1, 8, 14
- C[C@@H]1CN([C@H](C)CO)C(=O)c2cc(Br)cnc2O[C@H]1CN(C)Cc1ccncc1
  0, 13, 1.0, -6, 0.0, 7, 26, -0.5
- O=C(NCCCN1CCOCC1)/C(=C/c1ccco1)NC(=O)c1ccccc1
  -1, -11, 2.3, -2, 0.3, -4, 7, x
- COc1ccc(Cl)cc1-c1cc(C(=O)Nc2cc(OC)c(OC)c(OC)c2)[nH]n1
  4, 9, -0.5, -9, 0.0, 6, 6, -0.2
- CO[C@H]1CN(C)C(=O)c2ccc(NC(C)=O)cc2OC[C@H](C)N(C(=O)C2CCC2)C[C@@H]1C
  1, -22, 1.4, x, 0.0, 30*, -6, -0.2
- CCCNC(=O)C[C@@H]1C[C@H]2c3cc(NC(=O)Nc4ccc(F)cc4)ccc3O[C@H]2[C@@H](CO)O1
  1, 12, -1.2, 1, 0.1, 3, 24, 0.1
- CCCN1[C@H](C(=O)N2CCCCC2)[C@@H](CO)[C@@H]2Cn3c(ccc(-c4ccccc4)c3=O)[C@@H]21
  0, -16, -1.2, 0, 0.2, -10, 2, -0.2
- COc1ccc(S(=O)(=O)N2CCN(CC(=O)N3CCOCC3)CC2)cc1OC
  -5, -18, 4.2, 0, 0.0, -13, x, -0.2
- O=c1ccc(S(=O)(=O)N2CCCC2)cn1Cc1ccc(Cl)cc1Cl
  -1, -8, -2.2, -3, 0.0, u, -31, x
- CC(C)Cn1cnc2c(Sc3c([N+](=O)[O-])ncn3C)nc(N)nc21
  0, 8, -4.3, -13, 0.2, -4, -4, -0.3
- O=C(CNC(=O)c1ccc(Br)o1)NCC(=O)OCc1ccccc1
  0, -1, -2.1, -3, 0.2, -1, 15, -0.1
- Cc1cc(SCC#N)n2nc(C)c(-c3ccccc3)c2n1
  -3, 6, x, -2, x, x, 17, x
- Cc1nnc(SCC(=O)Nc2nccs2)n1C(C)C
  3, 0, 0.2, -11, -0.1, 3, -4, 0.5
- O=C(NCc1ccc(C(F)(F)F)cc1)c1cccc2c(-c3ccc(F)c(F)c3)coc12
  -1, -12, -2.8, 2, -0.1, 0, -6, -0.2
- CCC(=O)N1C[C@@H](O)COC[C@H]2O[C@H](CC(=O)N3CCCCC3)CC[C@@H]21
  -2, -6, 3.5, 3, -0.1, 4, 7, 0.0
- C[C@H]1CN([C@@H](C)CO)C(=O)c2cccc(NC(=O)Nc3ccc(C(F)(F)F)cc3)c2O[C@H]1CN(C)C
  -7&1, 22&16, 1.6&2.3, 5&14, 0.4&-0.3, -4&4, -7&5, 0.0
- NC(c1csc(Nc2cnccn2)n1)C1CCCCC1 (centres undefined)
  -6, -15, -3.2, 11, -0.1, u, x, -0.1
- COc1ccc(S(=O)(=O)N(C)C[C@H]2OCCCC[C@@H](C)Oc3ccc(NS(=O)(=O)c4c(C)noc4C)cc3C(=O)N([C@@H](C)CO)C[C@H]2C)cc1
  1, 4, 1.1, 5, -0.1, 5, -21, -0.2
- CCSc1nnc(SCC(=O)Nc2cc(C)on2)s1
  4, -15, 1.4, 1, 0.2, -8, 18, 0.5
- CNC(=O)C[C@@H]1CC[C@H]2[C@@H](COc3ccc(NC(=O)C4CC4)cc3C(=O)N2C)O1
  x, x, -0.2, -12, 0.2, 4, 8, 0.4
- O=C(OCc1nc2ccsc2c(=O)[nH]1)c1ccc(Cl)nc1
  2, 0, 3.3, -14, 0.0, -1, 15, -0.1
- O=C(Nc1ccc2nc3n(c(=O)c2c1)CCCCC3)C(=O)N1CCN(c2ccc(F)cc2)CC1
  1, -4, -1.2, -4, 0.0, -1, 0, x
- O=C(c1ccc(F)cc1)N1CCCCC(Sc2nnc3ccccn23)C1=O (centres undefined)
  -3, -11, x, 5, x, 0, 9, x
- O=c1cc(CSc2ccc(Cl)cc2)[nH]c2[nH]n(-c3ccccc3)c(=O)c12
  6, -11, 1.8, -12, 0.7, -6, 22, x
- CC(C)(C)[S@](=O)N1Cc2cc(C(=O)NCCN3CCCCC3)nc(-c3cccc(-c4ccc(C#N)cc4)c3)c2[C@@H]1CCO
  1, -20, 4.6, -3, -0.1, u, 4, 0.1
- COc1ccc(S(=O)(=O)Nc2ccc3c(c2)CC(=O)N([C@@H](C)CO)C[C@@H](C)[C@H](CN(C)S(C)(=O)=O)O3)cc1
  -3, -3, -2.6, 3, 0.5, -1, -7, -34
- C[C@@H]1CN([C@H](C)CO)C(=O)c2cc(-c3ccccc3)cnc2O[C@@H]1CN(C)C(=O)Cc1ccccc1
  x, -5, -1.1, x, -0.8, -16, 3, 0.5
- C[C@H](NC(=O)N1CCn2c1nc1ccccc12)C(=O)NCCc1ccccc1
  -2, -5, -0.6, 6, 0.2, -7, -2, x
- Cc1ccc(-c2cc(C(=O)OCC(=O)NC3CC3)c3ccccc3n2)cc1
  -2, -18, 0.8, -5, -0.1, -2, 13, x
- CC1(C)Cc2c(sc3nc(-c4ccccc4Cl)n(N)c(=O)c23)CO1
  2, -13, x, 0, x, x, -7, x
- O=C(COc1ccc2c(c1)OCO2)Nc1ccc(Cl)cn1
  0, 5, -0.8, 4, 0.1, -2, 5, 1.5
- Cc1cccc(NC(=O)Cn2nnc3ccccc32)c1
  0, -9, -2.5, -13, 0.0, 1, 11, -4.9
- Cc1cccc(-n2ccc(=O)c(C(=O)Nc3ccc(S(=O)(=O)Nc4nccc(C)n4)cc3)n2)c1
  7, -2, -1.3, 0, -0.1, -2, -13, 1.9
- O=C(O)c1cc2c(cn1)[nH]c1ccccc12
  19, -126, 3.0, 2, 0.0, 2, 6, x
- CCCNC(=O)N1CCC2(CC1)CN(C(=O)CC)[C@H](CO)c1[nH]c3cc(OC)ccc3c12
  -1, -7, -0.5, x, 0.4, 10, 2, -0.2
- COc1ccc(C2=CC(=O)CC(C)(C)C2)cc1OC
  1, -91, 3.0, 1, 0.0, x, 33, -0.1
- CCN(CC(=O)Nc1ccccc1C(F)(F)F)C(=O)CSCC(=O)Nc1cc(C)on1
  -5, -13, 1.2, x, 0.3, -1, 13, -1.8
- CC[C@H]1OC(=O)[C@H](C)[C@@H](O[C@H]2C[C@@](C)(OC)[C@@H](O)[C@H](C)O2)[C@H](C)[C@@H](O[C@@H]2O[C@H](C)C[C@H](N(C)C)[C@H]2O)[C@](C)(O)C[C@@H](C)CN(C)[C@H](C)[C@@H](O)[C@]1(C)O
  x, -11, -4.1, -3, 0.1, 3, x, 0.0
- CC(=O)c1ccc(N2CCN(C(=O)c3noc4c3CSc3ccccc3-4)CC2)cc1
  1, -65, -3.9, -8, 0.0, -7, -6, x
- COc1ccc(C(=O)NC(=S)N2CCN(c3ccccc3OC)CC2)cc1
  6, -17, -3.3, 5, 0.0, 3, 7, x
- C[C@H]1CN([C@@H](C)CO)S(=O)(=O)c2ccc(-c3ccc(C(=O)N(C)C)cc3)cc2O[C@H]1CN(C)Cc1ccccc1C(=O)O
  5, -7, -3.9, 8, 2.3, -11, 27, 0.0

Of the compounds above, three contain bromine:
Every second line gives: Casp6 inh, RAD52 anneal inh, CFTR F508del cor, RAD54 inh, Xi reactivation, DENV2 CPE, INS-1E GSIS act, E-selectin induc
- O=C(NCCCn1ccnc1)c1cc(-c2cccnc2)nc2ccc(Br)cc12
  -6, -7, 1.4, x, 0.4, 8, 16, x
- C[C@@H]1CN([C@H](C)CO)C(=O)c2cc(Br)cnc2O[C@H]1CN(C)Cc1ccncc1
  0, 13, 1.0, -6, 0.0, 7, 26, -0.5
- O=C(CNC(=O)c1ccc(Br)o1)NCC(=O)OCc1ccccc1
  0, -1, -2.1, -3, 0.2, -1, 15, -0.1
